Compound activity: PubChem, National Center for Advancing Translational Sciences (NCATS)
HTT ATP protect – protects HTT-Q103 PC12 cells, measured by ATP; Potency, µM (highest dose often 56.4 µM), for the others: cytoprotection (ATP increase), hits mostly activators; 230,000 tested, 0.14% active; PC12 HTT-Q103 induced, cytoprotection, ATP luminescence, 40 h;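 note: % of control where 0% means no effect; nearly all actives have a fitted effect of over 45% in size; toxic huntingtin expression switched on by the ecdysone agonist tebufenozide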
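Readout: ATPlite luminescence (ATP level). Model: stable PC12, inducible Htt exon1 Q103-GFP. Inducer: tebufenozide, 100 nM final. Compounds: dose series. No G418 in medium.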
GAA inh – inhibitors of human lysosomal alpha-glucosidase. Potency, µM (titrated, usually from 76.9 µM), for the others: at the top dose activity change, negative = inhibition, most hits filed as inhibitors. AID 1466. purified human GAA, 4-MU-alpha-glucoside fluorescence. 200,000 tested, 0.005% active. P10253;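 note: plate controls were uninhibited enzyme wells for no effect and no-enzyme background for full effect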
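Fluorescence at Ex 365/Em 440 nm from 4-methylumbelliferone reported enzyme activity after 20 min at room temperature. Reactions used 4 nM enzyme and 400 uM substrate at pH 5.0; curves fitted with the Hill equation.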
GAA spleen mod – lysosomal alpha-glucosidase (human) modulation; P10253; human spleen homogenate, 4-MU-alpha-glucoside fluorescence; Potency, µM (highest dose often 79.9 µM), without a hit: at the highest dose activity change, negative = inhibition, hits mostly inhibitors; 240,000 tested, 0.006% active; AID 2112;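 note: 0% = enzyme with vehicle and -100% = no enzyme basal signal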
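Enzyme source: human spleen homogenate, 1 ug/well. Buffer 50 mM citric acid/K phosphate pH 5.0, 0.01% Tween-20. 4-MU-alpha-glucoside 1 mM; 37 C x 40 min; NaOH/glycine stop; fluorescence.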
GoLoco inh red – RGS12 GoLoco-Gai1 interaction inhibition; AID 880; 230,000 tested, 0.44% active; Potency, µM (top dose mostly 61.6 µM), inactives show at the highest dose activity, negative = inhibition, usual class: inhibitors; P63096; Gai1:RGS12 GoLoco peptide FP, rhodamine, 10 min; active = well fitted inhibition curve with a large enough effect, not every such curve was filed as active; inactive = no such curve, though single readings can be large or run the other way; note: % is set by controls: 0 for no effect and ±100 for the full control effect; nearly all actives have a fitted effect of over 30% in size; many of its hits are not listed in these tables
Target sequence (P63096 whole entry, looked up): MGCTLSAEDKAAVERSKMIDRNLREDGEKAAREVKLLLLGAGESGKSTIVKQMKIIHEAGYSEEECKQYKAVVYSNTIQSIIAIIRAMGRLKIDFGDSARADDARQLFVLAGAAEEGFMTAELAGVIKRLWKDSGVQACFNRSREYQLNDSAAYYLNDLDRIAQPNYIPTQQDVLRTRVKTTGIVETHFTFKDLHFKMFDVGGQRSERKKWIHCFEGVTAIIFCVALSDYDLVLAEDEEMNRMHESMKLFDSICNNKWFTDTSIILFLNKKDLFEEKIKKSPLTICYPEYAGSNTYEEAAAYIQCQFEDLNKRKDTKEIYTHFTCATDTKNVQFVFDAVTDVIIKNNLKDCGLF
IMPase Li cell – membrane-permeable IMPase blocker, potentiated with lithium; CHO-M1 cells, IP1 TR-FRET (IP-One), carbachol + lithium; AID 1457; Potency, µM (titrated, usually from 59.4 µM), for inactives: top-dose activity, negative = IMPase inhibition, hits mostly inhibitors; 210,000 tested, 0.35% active;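 note: IP1 builds up when IMPase is blocked and the TR-FRET signal falls; plate controls were basal vehicle for no effect and high inhibitor control for full effect; nearly all actives have a fitted effect of over 50% in size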
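Readout is a homogeneous TR-FRET IP1 immunoassay (Ex 320, Em 665 and 620), where raised cytosolic IP1 lowers signal. Cells were CHO-M1 treated 30 min at 37C with test compounds plus a little lithium; AC50 values came from Hill-equation fitting.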
GAA glycogen – inhibitors or activators of human alpha-glucosidase glycogen cleavage. P10253. Potency, µM (doses to about 76.4 µM), inactives show at the top dose activity change, negative = inhibition, most hits filed as inhibitors. 300,000 tested, 0.38% active. recombinant GAA, glycogen substrate, Amplex Red glucose oxidase fluorescence;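 note: 0% = full enzyme reaction and -100% = no-enzyme basal signal; the screen sought inhibitors and activators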
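Recombinant human alpha-glucosidase (4 nM final) hydrolysed bovine liver glycogen (30 ug) for 40 min at 37 C in pH 5.0 citrate/phosphate with 0.01% Tween-20. Released glucose detected by glucose oxidase/Amplex Red, Ex 573/Em 610 nm. Compounds up to 77 uM; AC50 from Hill fits.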
HTT aggregate – mutant huntingtin aggregation inhibition; PC12 HttQ103-GFP aggregates, Acumen cytometry, 40 h; Potency, µM (top dose mostly 46.1 µM), for the others: at the highest dose activity change, negative = inhibition, most hits filed as inhibitors; 220,000 tested, 1.1% active; note: % is set by controls: 0 for no effect and ±100 for the full control effect; nearly all actives have a fitted effect of over 60% in size
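Compounds (qHTS titration) were added to PC12 cells expressing an ecdysone-driven HTT exon 1 Q103–GFP fusion after induction with 100 nM tebufenozide. Aggregate formation was measured as GFP objects in cell lysates.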
Active calls of the source: *; ? = inconclusive; nt = no result given; & = joins results of further samples; [ ] = dose if it differs, or a comment. Unless noted, calls come from the whole dose curve; as a rule, active = well fitted curve in the direction sought with a large enough effect; inconclusive = small, poorly fitted or top-dose-only effect, or another doubt; inactive = no such curve, though single readings can be large; an effect the other way counts as inactive or inconclusive. Potency is the fitted concentration of half-maximal effect. An excerpt (hit frequency here may not be typical).

1. O=C1OC(=O)c2c(Br)c(Br)c(Br)c(Br)c21
2. COc1ccc(CCn2c(NN=C3CCCC3)nc3c2c(=O)[nH]c(=O)n3C)cc1
3. COc1ccc(C(=O)O)cc1S(=O)(=O)N(C)CCc1ccccn1
4. COc1ccc(CCN=Cc2c(C)[nH]n(-c3ccc([N+](=O)[O-])cc3)c2=O)cc1OC
5. COc1ccccc1NS(=O)(=O)CC12CCC(CC1=O)C2(C)C (configuration not stated)
6. CC(=O)C1=C(C)N(CC2CC2)C(=O)N[C@H]1c1ccc(Br)cc1
7. Cn1c(=O)c2c(ncn2CC(=O)NC(C)(C)C)n(C)c1=O
8. O=C(CSc1ncccc1-c1nc2ccccc2[nH]1)N1CCN(c2ccccc2F)CC1
Assay by compound	1	2	3	4	5	6	7	8
HTT ATP protect	-7%	5%[10 µM]	-1%[10 µM]	-34%	10%	-16%	16%[10 µM]	-36%
GAA inh	nt	nt	nt	2%	-11%	1%[15.4 µM]	3%	?
GAA spleen mod	3%	2%	1%	3%	2%	-6%&-2%	-3%	-3%
GoLoco inh red	3%	0%	0%	10%	-10%	2%&-6%	0%	39%[activator]
IMPase Li cell	11%	nt	nt	-4%	29%[38.3 µM]	14%&25%	-3%[38.3 µM]	10µM*
GAA glycogen	nt	-6%	5%	-4%	2%	-1%	6%	2%
HTT aggregate	nt	-25%[9.22 µM]	14%[9.22 µM]	4%	20%[9.22 µM]	-1%	-4%[9.22 µM]	-1%

9. C=CCn1cccc(/C=C/C(=O)c2ccc(C(C)(C)C)cc2)c1=S
10. COc1ccc(N(C(=O)C2COc3ccccc3O2)C(C(=O)NC2CCCCC2)c2ccccc2)cc1OC (configuration not stated)
11. CCn1c(SCC(=O)NNC(=S)Nc2ccccc2)nnc1-c1ccc(Cl)cc1
12. O=C(c1ccccc1)N1CCCC(c2ccc(Cl)cc2)=N1
13. CCCCn1c(SCC(=O)Nc2cc(NC(=O)c3ccco3)ccc2C)nc2ccccc2c1=O
14. CCCN1C(=O)C(NC(C)=O)c2cc(OC)ccc21 (configuration not stated)
15. COC(=O)N/N=C(\C)c1ccc(Br)cc1
16. CCn1ncc(N(C)N)c(Cl)c1=O
Assay by compound	9	10	11	12	13	14	15	16
HTT ATP protect	nt	-1%[1.9 µM]	15%[10 µM]	-22%	-13%[10 µM]	-22%	-19%	nt
GAA inh	3%	-6%	3%	-7%	-1%[15.4 µM]	10%	-1%	-9%
GAA spleen mod	-3%	-11%	4%	-14%	-2%	-1%	-7%	-10%
GoLoco inh red	16%	-12%	0%	7%	22%	-2%	1%	6%
IMPase Li cell	11%	10%	-2%	6%[38.3 µM]	11%[38.3 µM]	-1%[38.3 µM]	17%[38.3 µM]	6%
GAA glycogen	2%	10%	-12%	4%	8%	-4%	1%	?
HTT aggregate	25µM*	13%	0%	-10%	-4%	-8%	-3%	11%

17. CCC(=O)Nc1ccc2oc(-c3cccnc3)nc2c1
18. Cc1ccc(S(=O)(=O)N2CCN(C(=O)c3cc4c(C)nn(-c5ccccc5)c4s3)CC2)cc1
19. C/C(Cl)=C\Cn1c(=O)c2c(nc3n2CCS3)n(C)c1=O
20. O=C(Nc1nnc(C(F)(F)F)s1)c1ccc(Br)s1
21. CCOc1cc(/C=C2/SC(=O)N(CC(=O)N3CCc4ccccc4C3)C2=O)ccc1OCC(=O)O
22. COc1ccc(OC)c(Nc2nc3nonc3nc2N2CCCCC2)c1
23. O=C(NCC(c1cccnc1)N1CCN(c2ccccc2F)CC1)c1ccccc1 (configuration not stated)
24. N#CC(=C=[N-])c1nc2ccccc2nc1-[n+]1ccccc1
Assay by compound	17	18	19	20	21	22	23	24
HTT ATP protect	-11%[10 µM]	4%	-4%[0.074 µM]	nt	-11%	-5%	?	?
GAA inh	nt	-2%	2%	-7%	-6%	-1%	6%	-9%[15.4 µM]
GAA spleen mod	-1%	3%	-3%	-23%	-22%	1%	5%	10%&-1%
GoLoco inh red	0%	10%	16%	-7%	1%	-5%	-1%	6%&7%
IMPase Li cell	nt	21%[38.3 µM]	1%[38.3 µM]	-2%	4%[38.3 µM]	14%[38.3 µM]	15%[38.3 µM]	26%[38.3 µM]
GAA glycogen	-4%	5%	12%	-10%	-2%	4%	4%	4%&4%
HTT aggregate	-34%[9.22 µM]	-26%	-16%	5.6µM*	0%	12%	-4%	21%[9.22 µM]

25. Cc1ccc(NC(=O)c2cc(S(=O)(=O)N3CCOCC3)c(Br)s2)cc1
26. CCSc1nnc(NC(=O)c2cccc3ccccc23)s1
27. C[C@H](NC(=O)OC(C)(C)C)c1nnc(SCC(=O)c2ccc(Cl)cc2)o1
28. CSc1cccc(NC(=O)COc2cccc3ccccc23)c1
29. CNC(=O)COC(=O)c1cc(-c2ccc(OC)cc2)nc2ccccc12
30. CCCN(CCO)Cc1ccc2ccccc2c1
31. COc1ccc(OC)c2[nH]c(=O)c(CCNC(=O)c3ccc(Br)o3)cc12
32. O=C(Cc1ccccc1[N+](=O)[O-])NCc1ccccc1Cl
Assay by compound	25	26	27	28	29	30	31	32
HTT ATP protect	6%[0.074 µM]	1%[10 µM]	21%	-8%	-128%[inhibitor]	2%	10%[1.9 µM]	-48%[inhibitor]
GAA inh	2%	3%	-7%	-4%	1%	-10%	3%	2%
GAA spleen mod	1%	2%	-9%	-1%	1%	-10%	-2%	-12%
GoLoco inh red	12%	-7%	6%	-7%	2%	-4%	-6%	1%
IMPase Li cell	22%	33%[38.3 µM]	13%[38.3 µM]	16%[38.3 µM]	-3%	-5%[38.3 µM]	9%[38.3 µM]	-12%[38.3 µM]
GAA glycogen	0%	1%	0%	-7%	-4%	2%	-2%	3%
HTT aggregate	-30%	27%	-10%	3%	3%	-10%	3%	7%

Some of the entries so far, in markdown:
| no. | Compound | HTT ATP protect | GAA inh | GAA spleen mod | GoLoco inh red | IMPase Li cell | GAA glycogen | HTT aggregate |
| --- | --- | --- | --- | --- | --- | --- | --- | --- |
| 18 | Cc1ccc(S(=O)(=O)N2CCN(C(=O)c3cc4c(C)nn(-c5ccccc5)c4s3)CC2)cc1 | 4% | -2% | 3% | 10% | 21%[38.3 µM] | 5% | -26% |
| 19 | C/C(Cl)=C\Cn1c(=O)c2c(nc3n2CCS3)n(C)c1=O | -4%[0.074 µM] | 2% | -3% | 16% | 1%[38.3 µM] | 12% | -16% |
| 20 | O=C(Nc1nnc(C(F)(F)F)s1)c1ccc(Br)s1 | nt | -7% | -23% | -7% | -2% | -10% | 5.6µM* |
| 21 | CCOc1cc(/C=C2/SC(=O)N(CC(=O)N3CCc4ccccc4C3)C2=O)ccc1OCC(=O)O | -11% | -6% | -22% | 1% | 4%[38.3 µM] | -2% | 0% |
| 22 | COc1ccc(OC)c(Nc2nc3nonc3nc2N2CCCCC2)c1 | -5% | -1% | 1% | -5% | 14%[38.3 µM] | 4% | 12% |
| 23 | O=C(NCC(c1cccnc1)N1CCN(c2ccccc2F)CC1)c1ccccc1 (configuration not stated) | ? | 6% | 5% | -1% | 15%[38.3 µM] | 4% | -4% |
| 24 | N#CC(=C=[N-])c1nc2ccccc2nc1-[n+]1ccccc1 | ? | -9%[15.4 µM] | 10%&-1% | 6%&7% | 26%[38.3 µM] | 4%&4% | 21%[9.22 µM] |
| 25 | Cc1ccc(NC(=O)c2cc(S(=O)(=O)N3CCOCC3)c(Br)s2)cc1 | 6%[0.074 µM] | 2% | 1% | 12% | 22% | 0% | -30% |
| 26 | CCSc1nnc(NC(=O)c2cccc3ccccc23)s1 | 1%[10 µM] | 3% | 2% | -7% | 33%[38.3 µM] | 1% | 27% |
| 27 | C[C@H](NC(=O)OC(C)(C)C)c1nnc(SCC(=O)c2ccc(Cl)cc2)o1 | 21% | -7% | -9% | 6% | 13%[38.3 µM] | 0% | -10% |
| 28 | CSc1cccc(NC(=O)COc2cccc3ccccc23)c1 | -8% | -4% | -1% | -7% | 16%[38.3 µM] | -7% | 3% |
| 29 | CNC(=O)COC(=O)c1cc(-c2ccc(OC)cc2)nc2ccccc12 | -128%[inhibitor] | 1% | 1% | 2% | -3% | -4% | 3% |

(more compounds)
33. COc1ccccc1-c1cncnc1NCc1cccs1
34. N#CC(CC(=O)O)=C(c1ccccc1)c1ccccc1
35. O=C(COC(=O)c1ccccc1NC(=O)c1ccccc1)c1ccc([N+](=O)[O-])cc1
36. CN(CC(=O)Nc1ccc(C#N)cc1)Cc1ccc(Cl)cc1
37. Nc1cc(Cl)nnc1Cl
38. Cc1nnc(N/N=C/C2CC=CCC2)[nH]c1=O (configuration not stated)
39. O=C(NCc1ccccn1)C(=O)Nc1cccc2ccccc12
40. O=C(O)CCCC(=O)N1CCCC1
Assay by compound	33	34	35	36	37	38	39	40
HTT ATP protect	?	-1%[10 µM]	2%[10 µM]	16%[10 µM]	13%[10 µM]	24%[10 µM]	-15%	12%[10 µM]
GAA inh	nt	nt	-4%	-1%	nt	-4%	-6%	3%
GAA spleen mod	6%	nt	5%	-5%	-15%	12%	-12%	-10%
GoLoco inh red	3%	-6%[14.2 µM]	-9%	1%	4%	31%[activator]	3%	4%
IMPase Li cell	-5%	2%	5%	10%[38.3 µM]	nt	11%	-6%	-9%
GAA glycogen	nt	nt	4%	-8%	0%	?	6%	17%
HTT aggregate	nt	nt	28%	-21%	-2%[9.22 µM]	17%[9.22 µM]	3%	8%[9.22 µM]

41. Cc1cccc(OCc2nc(-c3ccc(-n4cccc4)cc3)no2)c1
42. CCCC(=O)Nc1sc(C(=O)Nc2cccc(N)c2)c(C)c1C(=O)OC
43. O=C(c1ccco1)N1CCN(c2cccc(Cl)c2)CC1
44. COC(=O)c1cc(OC)c(OC)cc1NC(=S)Nc1cccc(C(C)=O)c1
45. COc1ccccc1N(C)S(=O)(=O)c1ccc(C(=O)OCC(=O)NCCC2=CCCCC2)cc1
Assay by compound	41	42	43	44	45
HTT ATP protect	-19%	-24%[10 µM]	18%[1.9 µM]	6%[10 µM]	13%[10 µM]
GAA inh	-5%	-10%	0%	0%	-4%
GAA spleen mod	3%	-1%	-5%	-7%	-1%
GoLoco inh red	8%	14%	3%	nt	8%
IMPase Li cell	-19%[38.3 µM]	0%	22%[38.3 µM]	nt	5%
GAA glycogen	5%	-3%	5%	-8%	-9%
HTT aggregate	16%	-3%[9.22 µM]	5%	28%	-13%
